Screening data (PubChem BioAssay)
S1P4 ag – agonists of human S1P4 receptor; O95977; S1P4-expressing cell line, agonist reporter assay; activation, % at 4.98 µM; 0.35% of 220,000 active; in the data active = activation above about 11%;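 also: 0% = DMSO vehicle and 100% = reference agonist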
Runt-CBFb FRET – inhibitors of human RUNX1 Runt domain binding to CBFb. Q01196+Q13951. Cerulean-Runt/Venus-CBFb FRET ratio 530/480, 1 h. inhibition, % at 20 µM. 0.46% of 220,000 active;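 active = inhibition over about 50% at 20 µM in the single-dose screen, limit read from the data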;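 also: 0% = DMSO wells and 100% = excess unlabeled CBFb competitor control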
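Schedule: protein complex preformed 1 h, compound exposure 1 h, room temperature, dark; test system: Cerulean-labeled Runt domain protein; amount: 100 nM per protein; buffer or medium: Tris 50 mM pH 7.5, KCl, K2SO4, 0.01% BSA; read-out: loss of energy transfer signal; detection: FRET fluorescence; controls: 5 µM unlabeled CBFb as full-inhibition high control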
S1P4 antag – human S1P4 receptor antagonism. O95977. S1P4-expressing cells, antagonist mode, reporter read-out. inhibition, % at 4.98 µM. 0.26% of 220,000 active. AID 1510; in the data active = inhibition above about 29%;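 also: 0% = wells stimulated with agonist and 100% = vehicle wells without agonist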
NPY-Y1 PAM-ag – potentiators or agonists of human neuropeptide Y receptor Y1; P25929; NPY-Y1 expressing cells, potentiator/agonist activation; activation, % at 3.6 µM; 0.37% of 220,000 active; AID 1304; in the data active = activation above about 33%, passing the limit was not always enough;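 also: cells stimulated with NPY at EC10 then isoproterenol at EC100; 0% = low agonist plus stimulus and 100% = saturating agonist plus stimulus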
Target sequence (P25929 whole entry, looked up): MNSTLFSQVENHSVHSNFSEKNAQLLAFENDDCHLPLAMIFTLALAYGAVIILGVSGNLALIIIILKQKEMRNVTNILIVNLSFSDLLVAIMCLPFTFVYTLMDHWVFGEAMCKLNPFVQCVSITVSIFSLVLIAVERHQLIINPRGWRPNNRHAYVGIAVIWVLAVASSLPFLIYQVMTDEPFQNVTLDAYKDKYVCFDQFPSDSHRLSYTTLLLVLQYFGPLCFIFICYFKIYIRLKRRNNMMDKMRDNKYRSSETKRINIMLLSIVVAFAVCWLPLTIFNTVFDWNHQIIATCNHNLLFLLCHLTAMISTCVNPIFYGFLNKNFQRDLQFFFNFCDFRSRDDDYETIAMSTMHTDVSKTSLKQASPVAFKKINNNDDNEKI
NPY2 pot ag – human NPY-Y2 potentiation or agonism, primary screen | P49146 | cells expressing NPY-Y2, potentiator/agonist read-out | activation, % at 3.6 µM | 0.45% of 220,000 active | AID 1359; in the data active = activation above about 27%;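 also: cells stimulated with NPY near EC25 plus isoproterenol at EC100; 0% = vehicle plus submaximal agonist and 100% = vehicle plus saturating agonist; some results beyond the cut were filed as inactive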
Target sequence (P49146 whole entry, looked up): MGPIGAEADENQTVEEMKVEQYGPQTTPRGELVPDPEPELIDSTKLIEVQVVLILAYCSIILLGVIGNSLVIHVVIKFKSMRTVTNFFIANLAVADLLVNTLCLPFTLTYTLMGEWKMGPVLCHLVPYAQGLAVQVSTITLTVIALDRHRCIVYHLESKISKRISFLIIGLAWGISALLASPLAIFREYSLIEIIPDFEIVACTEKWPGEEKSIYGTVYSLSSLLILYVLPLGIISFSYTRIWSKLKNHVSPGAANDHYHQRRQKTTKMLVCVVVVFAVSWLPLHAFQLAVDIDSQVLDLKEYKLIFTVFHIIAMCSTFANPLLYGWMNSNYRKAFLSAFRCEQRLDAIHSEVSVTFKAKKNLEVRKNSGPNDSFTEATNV
Ba/F3 V617F tox – loss of viability in JAK2V617F-driven Ba/F3 cells. Ba/F3 EpoR-JAK2V617F viability, ATP luminescence. inhibition, % at 5.6 µM. 1.1% of 220,000 active. AID 1446;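 active = inhibition above the campaign mean plus 3 SD over all tested compounds, cut at about 24% in these data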;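 also: cytokine-independent growth of Ba/F3 cells driven by EpoR plus mutant JAK2; 0% = DMSO-treated cells and 100% = JAK inhibitor I control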
RBBP9 inh – inhibitors of human serine hydrolase RBBP9 | O75884 | recombinant RBBP9, FP-Rh probe fluorescence polarization | inhibition, % at 7.94 µM | 0.2% of 220,000 active | AID 1515;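 active = inhibition above the campaign mean of all tested compounds plus 3 SD, cut at about 14% in these data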;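 also: plate controls were DMSO wells with RBBP9 for no effect and wells lacking RBBP9 protein for full effect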
Target sequence (O75884 whole entry, looked up): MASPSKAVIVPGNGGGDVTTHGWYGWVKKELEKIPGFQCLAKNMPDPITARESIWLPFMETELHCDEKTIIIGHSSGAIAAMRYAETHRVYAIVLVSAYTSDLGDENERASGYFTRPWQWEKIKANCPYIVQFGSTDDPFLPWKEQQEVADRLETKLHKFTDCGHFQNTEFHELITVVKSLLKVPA
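System: RBBP9 protein | Quantity: 2.5 µM RBBP9 dispensing solution, before mixing | Reagent: FP-Rh probe, 375 nM dispensing solution | Timing: Enzyme-compound preincubation 30 min, then probe labeling 45 min, 25 °C | Measured by: Fluorescence polarization | Read-out: % inhibition | Replication: One well per compound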
NPY Y1 blocker – antagonists of human neuropeptide Y receptor Y1; P25929; HEK293-CNG Y1 cells, membrane potential fluorescence; NPY at EC95, then isoproterenol; inhibition, % at 3.6 µM; 1% of 200,000 active; AID 1040;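 active = inhibition above the campaign mean inhibition of all tested compounds plus 3 SD, cut at about 20% in these data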;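 also: 0% = DMSO wells given NPY plus isoproterenol and 100% = isoproterenol alone without NPY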
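Material: Y1- and CNG-channel-expressing HEK293 cells / Probe or stimulus: NPY 25 nM then isoproterenol 1 µM plus Ro 20-1724 25 µM / Doses: 3.6 µM single dose, DMSO 0.4% / Schedule: compound incubation 1 h at room temperature, readout 45 min post-stimulation / Signal: membrane potential fluorescence / Benchmarks: isoproterenol-only wells as full block versus NPY-plus-isoproterenol wells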
BaF3 parental – reduces parental Ba/F3 cell viability, JAK2V617F counter-screen | CellTiter-Glo ATP luminescence | inhibition, % at 5.6 µM | 1.1% of 220,000 active | AID 1486;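 active = inhibition above a per-campaign cutoff, the mean inhibition of all tested compounds plus 3 SD, cut at about 27% in these data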;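 also: 0% = DMSO wells and 100% = JAK Inhibitor I control wells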
Active calls of the source: *; . = no result given.

#1 CCc1cc2ccc(C)cc2nc1SCC(=O)Nc1cc(OC)c(OC)cc1C(=O)O
#2 O=C(O)c1cccc(NC(=O)C2C3C=CC(C3)C2C(=O)O)c1 (configuration not stated)
#3 Cc1cccc(N2CCN(C(=O)c3ccc(NC(=O)C4CCCO4)cc3)CC2C)c1 (configuration not stated)
#4 CCOc1cc(C(=O)Nc2cc(=O)n(C)c(=O)n2C)cc(OCC)c1OCC
#5 COC(=O)CCC(=O)Nc1sc(Cc2ccccc2)c(C)c1C(N)=O
#6 Cc1cc(NC(=O)/C=C/c2cccc(Cl)c2)n(-c2nc3ccccc3[nH]2)n1
#7 O=C(CCNC(=O)Cn1cnc2ccccc2c1=O)NCC1CCCO1 (configuration not stated)
#8 COc1ccc(OC)c(C2CC(=O)C3=C(C2)NC(=O)CC3c2ccc(O)c(OC)c2)c1 (configuration not stated)

assay / entry,1,2,3,4,5,6,7,8
S1P4 ag,2.2,-0.6,-0.4,2.5,1.2,0.4,0.5,-1.8
Runt-CBFb FRET,-4,-1,-1,1,.,-1,1,0
S1P4 antag,-5,-10,-16,-6,-20,-20,-1,4
NPY-Y1 PAM-ag,-29,12,3,1,-1,2,1,3
NPY2 pot ag,-30,-9,2,10,8,-1,3,-19
Ba/F3 V617F tox,0,-2,-2,2,2,-3,-5,3
RBBP9 inh,-8,4,4,1,-7,-8,-1,-6
NPY Y1 blocker,-4,-4,1,-6,-2,12,5,2
BaF3 parental,1,0,2,-1,5,1,6,5

#9 CCCC(C(=O)NC1CCCC1)N(C(=O)Cn1nnc(-c2ccc(C)o2)n1)c1ccccc1OC (configuration not stated)
#10 O=C(Cn1cnc2ccccc2c1=O)NCc1ccc2c(c1)OCO2
#11 COc1cccc2cc(-c3cn4ccc(C)cc4n3)c(=O)oc12
#12 CN1CCN(c2ccccc2NC(=O)c2ccc(N3CCCC3)c([N+](=O)[O-])c2)CC1
#13 Cn1nnc(NC(=O)CSc2ncn[nH]2)n1
#14 Cc1ccc2[nH]c(=O)c(CN(Cc3ccccc3)Cc3nnnn3C3CCCC3)cc2c1
#15 Cc1occc1-c1nnc(SCC(=O)c2ccc3c(c2)OCCO3)n1CC1CCCO1 (configuration not stated)
#16 O=C(Nc1ccccc1Cl)c1ccccc1

assay / entry,9,10,11,12,13,14,15,16
S1P4 ag,-0.2,2.2,2.5,1.6,2.1,-2.2,-0.8,1.3
Runt-CBFb FRET,53*,-1,.,-2,0,-6,4,2
S1P4 antag,-5,-8,4,-11,-11,-6,-3,-7
NPY-Y1 PAM-ag,4,-24,-19,2,12,14,-2,4
NPY2 pot ag,-7,-1,-7,9,-11,6,1,7
Ba/F3 V617F tox,1,1,1,0,2,-3,-3,-2
RBBP9 inh,-7,-8,4,-2,-17,0,-4,0
NPY Y1 blocker,4,2,2,11,0,1,.,-2
BaF3 parental,3,3,5,3,3,5,-6,1

#17 O=C(NC(=S)Nc1ccc(Cl)cn1)C12CC3CC(CC(C3)C1)C2
#18 NC(CC(=O)O)c1ccc(F)cc1 (configuration not stated)
#19 CC1CCCCC1NC(=O)CSc1nnc(-c2ccccc2)n1N (configuration not stated)
#20 Cc1ccc(SC(=O)COc2ccccc2C)cc1
#21 COC(=O)C1=[N+]([O-])OC(C(=O)OC)C1c1c[nH]c2ccccc12 (configuration not stated)
#22 O=C1C2C3C=CC([C@@H]2C(=O)N1Cc1cccnc1)C31CC1 (some centres not stated)
#23 c1ccc2oc(-c3[nH]ncc3CN3CCSCC3)cc2c1
#24 CCN(CC)CCN(Cc1cc2cc(C)cc(C)c2[nH]c1=O)C(=S)NCc1ccco1

assay / entry,17,18,19,20,21,22,23,24
S1P4 ag,1.4,-0.6,1.0,1.1,0.4,-0.1,-0.9,0.2
Runt-CBFb FRET,0,2,1,1,-1,-1,0,4
S1P4 antag,-10,9,-7,-9,2,-2,-18,-14
NPY-Y1 PAM-ag,-7,5,-1,2,4,-3,-9,-81
NPY2 pot ag,4,11,-8,3,6,-3,-6,-20
Ba/F3 V617F tox,-4,-1,-1,-1,0,0,0,14
RBBP9 inh,-6,7,-1,-3,-6,-3,-3,-6
NPY Y1 blocker,3,4,-3,-11,0,1,4,21*
BaF3 parental,1,2,6,7,2,-1,10,2

Of the compounds above, 3 contain a Cl atom.
#6 Cc1cc(NC(=O)/C=C/c2cccc(Cl)c2)n(-c2nc3ccccc3[nH]2)n1
#16 O=C(Nc1ccccc1Cl)c1ccccc1
#17 O=C(NC(=S)Nc1ccc(Cl)cn1)C12CC3CC(CC(C3)C1)C2

assay / entry,6,16,17
S1P4 ag,0.4,1.3,1.4
Runt-CBFb FRET,-1,2,0
S1P4 antag,-20,-7,-10
NPY-Y1 PAM-ag,2,4,-7
NPY2 pot ag,-1,7,4
Ba/F3 V617F tox,-3,-2,-4
RBBP9 inh,-8,0,-6
NPY Y1 blocker,12,-2,3
BaF3 parental,1,1,1

Further records
#25 CCCC(=O)N(c1ccc2oc(=O)sc2c1)S(=O)(=O)c1cccs1
#26 Cc1nnc2n(C3CCCCC3)c(=O)c3c4c(sc3n12)CCC4
#27 CCn1c(SCC(=O)OC(C)C)nnc1-c1ccccc1OC
#28 COc1nc(NCc2cccnc2)nc(OC)n1
#29 O=C(C1CCN(c2ccc(N3CCOCC3)nn2)CC1)N1CCN(c2ccc(F)cc2)CC1
#30 COCC(=O)Nc1nnc(-c2ccc(C(C)(C)C)cc2)s1
#31 CC(=O)c1c(O)c2ccccc2n(C2CCCCC2)c1=O
#32 ClC1=C(Cl)C(Cl)=C(Cl)C1=C/C=C/c1ccccc1

assay / entry,25,26,27,28,29,30,31,32
S1P4 ag,1.7,1.1,-0.5,-0.1,-0.1,1.3,1.8,-0.5
Runt-CBFb FRET,63*,-1,-2,0,7,-6,-5,-4
S1P4 antag,-6,-6,-8,16,-18,-19,-20,7
NPY-Y1 PAM-ag,3,7,9,13,14,-7,8,15
NPY2 pot ag,20,-6,9,-4,10,1,0,-4
Ba/F3 V617F tox,-1,2,0,3,6,4,1,-3
RBBP9 inh,-14,-4,3,0,-7,-12,-1,2
NPY Y1 blocker,-5,3,5,0,0,-6,3,.
BaF3 parental,6,6,5,4,0,11,2,1

#33 Cc1[nH]c2ccccc2c1C(=O)CSCC(=O)O
#34 CCOC(=O)COc1ccc(S(=O)(=O)N2CCN(C(=O)OCC)CC2)cc1
#35 Fc1ccc(-c2csc3ncnc(Cl)c23)cc1
#36 COc1c(F)c(F)c(C(=O)Nc2cccc(Cl)c2N2CCOCC2)c(F)c1F
#37 CN(Cc1ccccc1)c1ccc2nnc(-c3ccccc3)n2n1
#38 COc1ccc(-c2nc(CN(C)C(C)c3ccon3)c(C)o2)c(C)c1C (configuration not stated)
#39 S=C(NCC1CCCO1)n1nnc2ccccc21 (configuration not stated)
#40 CCCn1c(SCC(=O)NCc2ccccc2)nnc1-c1ccncc1

assay / entry,33,34,35,36,37,38,39,40
S1P4 ag,0.9,-2.4,-0.2,0.6,0.0,0.7,1.5,0.9
Runt-CBFb FRET,-1,1,0,0,-4,0,-1,3
S1P4 antag,-9,24,-8,-11,14,2,-3,1
NPY-Y1 PAM-ag,-11,-6,8,-60,7,4,-20,0
NPY2 pot ag,6,11,8,-14,4,-6,-3,9
Ba/F3 V617F tox,0,-1,-3,0,0,-4,5,-1
RBBP9 inh,-5,-9,-3,6,0,-8,-4,2
NPY Y1 blocker,-1,8,-1,18,1,1,-1,0
BaF3 parental,4,3,5,4,5,2,3,4

#41 O=c1cc(-c2ccc(O)cc2)oc2ccccc12
#42 Cn1c(SCc2cccc([N+](=O)[O-])c2)nc2c(c1=O)SCC2
#43 C=CCN1C(=O)/C(=c2\sc3nc(=O)c(Cc4ccccc4Cl)nn3c2=O)c2ccccc21
#44 O=C(COC(=O)/C=C/c1ccc(OC(F)F)cc1)NCc1cccs1
#45 Brc1ccc(-c2csc(-c3c[nH]c4ccccc34)n2)cc1
#46 COc1ccc(/C=C(\NC(=O)c2ccc(C)cc2)C(=O)Nc2c(C)n(C)n(-c3ccccc3)c2=O)cc1
#47 CCC(C)C(NC(N)=O)C(=O)Nc1ccc(C(=O)OC)cc1 (configuration not stated)
#48 COC(=O)C1C(O)=C(C=NCc2ccccc2)C(=O)CC1(C)C (configuration not stated)

assay / entry,41,42,43,44,45,46,47,48
S1P4 ag,-0.4,-1.2,0.6,-0.5,2.3,0.5,0.3,-0.4
Runt-CBFb FRET,-2,0,19,-1,0,2,-1,.
S1P4 antag,10,9,6,-13,-39,11,-6,-14
NPY-Y1 PAM-ag,-30,-19,-21,-2,5,4,1,15
NPY2 pot ag,-4,-12,5,-7,11,-2,-1,-1
Ba/F3 V617F tox,2,-2,-2,1,2,-3,-1,-3
RBBP9 inh,-7,-7,8,-5,-3,4,3,-4
NPY Y1 blocker,3,4,.,2,-5,4,-5,-2
BaF3 parental,3,-2,-2,4,1,3,0,-1

#49 CN1Cc2sc(N)c(C#N)c2CC1(C)C
#50 COC(=O)CSc1nnc(-c2ccccc2OC)n1-c1ccc(C)cc1
#51 O=C(O)c1cc(Cl)c2c(c1)OCO2
#52 Cc1ccc(S(=O)(=O)NC2CCC(C(=O)O)CC2)cc1 (configuration not stated)

assay / entry,49,50,51,52
S1P4 ag,3.8,0.4,1.6,-1.5
Runt-CBFb FRET,89*,-1,4,2
S1P4 antag,-11,-6,-13,-6
NPY-Y1 PAM-ag,-15,2,-17,0
NPY2 pot ag,-9,8,1,6
Ba/F3 V617F tox,2,3,-4,0
RBBP9 inh,1,-3,-3,4
NPY Y1 blocker,1,-5,.,-2
BaF3 parental,4,3,-2,2
